All columns: NCI-60 one-dose screen, growth in % after 48 h at 10 µM unless noted; 100 = growth as untreated, 0 = no growth, -100 = all killed.
K-562: K-562 leukemia; hit rate 7.4% among 78,000; AID 1794777
MDA-MB-231: MDA-MB-231 breast cancer | hit rate 5% among 81,000
T-47D: T-47D breast cancer; hit rate 5% among 79,000; AID 1794792
BT-549: BT-549 breast cancer; hit rate 4.4% among 78,000; AID 1794793
MDA-MB-468: MDA-MB-468 breast cancer | AID 2202374 | hit rate 8.5% among 78,000
LOX IMVI: LOX IMVI melanoma | hit rate 7.4% among 79,000 | AID 1794757
HS 578T: HS 578T breast cancer; hit rate 4.1% among 78,000; AID 1794788
MCF7: MCF7 breast cancer. hit rate 6.3% among 82,000
* marks the source's active call; other numbers are inactive results; [ ] = dose if it differs, or a comment. The calls were made as follows: active = growth percent below 10; inactive = the rest.

`NC(=O)Cc1ccccc1` gave K-562 104.4, MDA-MB-231 110.8, T-47D 81.8, BT-549 107.0, MDA-MB-468 103.4, LOX IMVI 97.5, HS 578T 101.5 and MCF7 93.3.
For CCCCC1C(=O)NC(=S)N(C)C1=O (configuration not stated) the results were K-562 99.4, MDA-MB-231 105.7, T-47D 101.6, BT-549 114.0, MDA-MB-468 98.5, LOX IMVI 93.6, HS 578T 108.2 and MCF7 109.4.
For CC(C)(NC(=O)O[C@@H]1CN2CCC1CC2)c1csc(-c2cccc(O)c2)n1 the results were K-562 102.9, MDA-MB-231 97.9, T-47D 90.9, BT-549 84.9, MDA-MB-468 81.1, LOX IMVI 92.1, HS 578T 89.3 and MCF7 89.9.
Screening COc1cccc2c1C(=O)c1c(O)c3c(c(O)c1C2=O)CC(O)(/C(C)=N/NC(=O)CCC(=O)N/N=C(\C)C1(O)Cc2c(O)c4c(c(O)c2C(OC2CC(N)C(O)C(C)O2)C1)C(=O)c1c(OC)cccc1C4=O)CC3OC1CC(N)C(O)C(C)O1 (configuration not stated) returned K-562 -60.2*[5 µM], MDA-MB-231 8.5*[5 µM], T-47D -24.2*[5 µM], MDA-MB-468 -35.7*[5 µM], LOX IMVI -35.3*[5 µM], HS 578T -11.5*[5 µM] and MCF7 2.4*[5 µM].
Screening COc1ccc(/C=C\c2cc(OC)c(OC)c(OC)c2)cc1OCC(=O)Nc1nc2ccc(OC(F)(F)F)cc2s1 returned K-562 22.9, MDA-MB-231 36.7, T-47D 22.4, BT-549 58.7, MDA-MB-468 -22.1*, LOX IMVI 27.1, HS 578T 12.5 and MCF7 24.3.
`C=CCN=C1N[C@]23CC(=O)CC[C@]2(C)[C@H]2CC[C@]4(C)C(=O)CC[C@H]4[C@@H]2C[C@@H]3S1` gave K-562 84.9, MDA-MB-231 99.4, T-47D 107.0, BT-549 97.0, MDA-MB-468 92.2, LOX IMVI 100.0, HS 578T 88.2 and MCF7 90.1.
Screening CCOC(=O)/C(=C\c1ccc(C(F)(F)F)cc1)[Se]c1ccccc1 returned K-562 106.3, MDA-MB-231 103.2, T-47D 89.1, BT-549 102.3, MDA-MB-468 109.7, LOX IMVI 98.7, HS 578T 90.1 and MCF7 97.4.
NNCc1ccccc1 was read as K-562 103.2, MDA-MB-231 93.2, T-47D 99.0, BT-549 96.8, MDA-MB-468 104.8, LOX IMVI 90.8, HS 578T 100.8 and MCF7 92.6.
For O=C(NCCOc1ccc([N+](=O)[O-])cc1Cl)Nc1ccc(S(=O)(=O)F)cc1 the results were K-562 92.1, MDA-MB-231 83.9, T-47D 59.3, BT-549 79.1, MDA-MB-468 65.6, LOX IMVI 84.6, HS 578T 83.9 and MCF7 84.0.
For ClCc1cc(Cl)c(Cl)cc1Cl the results were K-562 97.1, MDA-MB-231 114.2, T-47D 98.1, BT-549 96.7, LOX IMVI 97.2, HS 578T 116.3 and MCF7 99.3.
CC1=C(CCCNS(C)(=O)=O)C2=C(C)C3(CC3)[C@@](C)(O)C(=O)C2=C1 was read as K-562 106.0, MDA-MB-231 -3.4*, T-47D -11.2*, BT-549 -31.0*, MDA-MB-468 -80.9*, LOX IMVI 2.2*, HS 578T 57.9 and MCF7 20.7.
CC12CC(O)C3C(CCC4=CC(=O)CCC43C)C1CCC2=O (configuration not stated) was read as K-562 104.2, MDA-MB-231 109.9, T-47D 110.0, BT-549 103.9, MDA-MB-468 100.0, LOX IMVI 101.8, HS 578T 112.5 and MCF7 95.7.
For CCN(CC)CCOC(=O)C(OC(C)C)(c1ccccc1)c1ccccc1 the results were K-562 97.3, MDA-MB-231 99.3, T-47D 93.8, BT-549 96.6, MDA-MB-468 95.1, LOX IMVI 96.7, HS 578T 93.4 and MCF7 95.3.
CCC1CN1P1(=O)OCC(C)([N+](=O)[O-])CO1 (configuration not stated) was read as K-562 100.9, MDA-MB-231 100.2, BT-549 106.1, MDA-MB-468 113.9, LOX IMVI 96.8, HS 578T 112.0 and MCF7 89.1.
Screening CCOP(=O)(NCCCOC)OCC returned K-562 95.7, MDA-MB-231 111.9, T-47D 95.6, BT-549 104.8, LOX IMVI 98.9, HS 578T 109.6 and MCF7 95.4.
O=S1(=O)OCCO1 was read as K-562 99.1, BT-549 116.6, MDA-MB-468 98.2, LOX IMVI 92.3, HS 578T 95.1 and MCF7 98.8.
Screening CCCCCNCC(O)c1ccc(Cl)c(Cl)c1 (configuration not stated) returned K-562 95.0, MDA-MB-231 101.1, T-47D 90.1, BT-549 117.3, MDA-MB-468 100.2, LOX IMVI 98.1, HS 578T 100.6 and MCF7 90.3.
For O=C(CN1CCCCC1)c1ccc(Cl)c(Cl)c1 the results were K-562 95.0, MDA-MB-231 105.6, T-47D 77.0, BT-549 107.9, MDA-MB-468 118.0, LOX IMVI 96.8, HS 578T 106.4 and MCF7 95.5.
For Cc1cc2c(cc1-c1cccc(/C=C/C(=O)O)c1)C(C)(C)CCC2(C)C the results were K-562 93.1, MDA-MB-231 91.4, T-47D 62.4, BT-549 77.5, MDA-MB-468 94.1, LOX IMVI 86.3, HS 578T 48.6 and MCF7 61.2.
For O=Nc1c(O)[nH]c(=O)[nH]c1=O the results were K-562 96.8, MDA-MB-231 127.6, T-47D 100.4, BT-549 96.3, LOX IMVI 103.3 and MCF7 99.1.
Screening CC12CCC(=O)C=C1CC(N1CC1)C1C2CCC2(C)C(O)CCC12 (configuration not stated) returned MDA-MB-231 100.2, T-47D 71.0, BT-549 87.6, MDA-MB-468 70.5, LOX IMVI 47.7 and MCF7 24.8.
Screening CC(=O)Nc1ccc([N+](=O)[O-])c(C(F)(F)F)c1 returned K-562 85.6, MDA-MB-231 94.6, T-47D 108.1, BT-549 107.3, MDA-MB-468 100.7, LOX IMVI 96.3, HS 578T 101.7 and MCF7 94.2.
`O=P1(c2ccccc2)CC=CC1` gave K-562 119.7, MDA-MB-231 107.0, T-47D 99.7, BT-549 112.8, MDA-MB-468 95.3, LOX IMVI 103.0, HS 578T 102.5 and MCF7 95.2.
For O=[N+]([O-])c1c(Br)sc(Br)c1[N+](=O)[O-] the results were K-562 3.3*, MDA-MB-231 14.2, T-47D -6.9*, MDA-MB-468 1.5*, LOX IMVI -65.3* and MCF7 23.3.
CCOP(=O)(NCc1ccco1)OCC was read as K-562 104.9, MDA-MB-231 100.6, T-47D 104.6, BT-549 100.0, MDA-MB-468 109.3, HS 578T 102.9 and MCF7 99.8.
For CC(C)(C)NC(=O)CCl the results were K-562 107.7, MDA-MB-231 110.4, T-47D 95.4, BT-549 97.5, MDA-MB-468 90.7, LOX IMVI 100.6, HS 578T 97.5 and MCF7 95.8.
Screening C=CCOC(=O)C(Br)CC (configuration not stated) returned K-562 107.2, MDA-MB-231 93.6, T-47D 95.8, BT-549 110.7, MDA-MB-468 98.0, LOX IMVI 95.8, HS 578T 104.0 and MCF7 102.5.
O=C1CCN(C(=O)c2ccccc2)CC1 was read as K-562 88.6, MDA-MB-231 113.0, T-47D 91.0, BT-549 113.2, MDA-MB-468 102.5, LOX IMVI 94.7, HS 578T 107.0 and MCF7 102.4.
O=C(OC(C[N+](=O)[O-])C(Cl)(Cl)Cl)c1ccc(Cl)c(Cl)c1 (configuration not stated) was read as K-562 106.8, MDA-MB-231 108.0, T-47D 90.7, BT-549 95.9, MDA-MB-468 100.6, LOX IMVI 102.2, HS 578T 108.4 and MCF7 91.0.
For Oc1cc(Br)c(Br)cc1O the results were K-562 87.9, MDA-MB-231 95.6, T-47D 95.7, BT-549 94.1, MDA-MB-468 105.3, LOX IMVI 65.2, HS 578T 98.6 and MCF7 94.8.
For O[C@@]12C[C@@H]([C@H]3CO[C@@H]1O3)n1ncnc1N2 the results were K-562 89.7, MDA-MB-231 99.0, T-47D 102.8, BT-549 103.4, MDA-MB-468 104.4, LOX IMVI 102.5, HS 578T 101.0 and MCF7 102.4.
Screening O=c1cc(CCl)occ1O returned K-562 125.3, MDA-MB-231 105.7, T-47D 98.8, BT-549 124.3, MDA-MB-468 106.2, LOX IMVI 94.9, HS 578T 115.7 and MCF7 94.2.
`N#C[Se]CCN1C(=O)C2C(C1=O)[C@H]1C=C[C@@H]2S1` (some centres not stated) gave K-562 24.3, MDA-MB-231 -40.5*, T-47D 70.7, BT-549 -81.0*, MDA-MB-468 -19.7*, LOX IMVI -46.0*, HS 578T -10.3* and MCF7 5.7*.
S=C=Nc1cccc2ccccc12 was read as K-562 102.5, MDA-MB-231 99.4, T-47D 103.8, BT-549 87.3, MDA-MB-468 110.8, LOX IMVI 117.0, HS 578T 96.8 and MCF7 94.6.
`C[C@]12CC[C@H]3[C@@H](C[C@@H]4SC(N)=N[C@@]45CC(=O)CC[C@]35C)[C@@H]1CCC2=O` gave K-562 100.7, MDA-MB-231 92.6, T-47D 104.1, BT-549 93.3, MDA-MB-468 100.1, LOX IMVI 93.9, HS 578T 79.4 and MCF7 90.5.
Screening OC1CN2CCC[C@@H](O)[C@@H]2C1O (some centres not stated) returned K-562 100.8, MDA-MB-231 103.8, T-47D 106.2, BT-549 104.1, MDA-MB-468 104.5, LOX IMVI 98.8, HS 578T 113.1 and MCF7 97.0.
For C/C=C1/CN2CCC1CC2C(O)c1ccnc2ccc(OCCO)cc12 (configuration not stated) the results were K-562 104.6, MDA-MB-231 116.8, T-47D 111.3, BT-549 114.9, MDA-MB-468 116.3, LOX IMVI 99.3, HS 578T 67.9 and MCF7 94.9.
For NC(N)=N/N=C\c1c[nH]c2ccc(Br)cc12 the results were K-562 74.6, MDA-MB-231 100.9, T-47D 36.6, BT-549 23.7, MDA-MB-468 -6.0*, LOX IMVI 93.7, HS 578T 80.6 and MCF7 75.4.
CCCCOc1nc2c(C)cccc2cc1C(c1c(O)c2ccccc2oc1=O)c1cn(CCCC)c2ccccc12 (configuration not stated) was read as K-562 71.9, MDA-MB-231 90.6, T-47D 91.2, BT-549 88.6, MDA-MB-468 88.6, LOX IMVI 94.7, HS 578T 92.0 and MCF7 85.7.
c1ccc2c(c1)C1c3cccc[n+]3C2CC1n1c2ccccc2c2ccccc21 (configuration not stated) was read as K-562 82.2, MDA-MB-231 107.9, T-47D 105.8, BT-549 105.1, LOX IMVI 98.7, HS 578T 103.1 and MCF7 95.1.

Of the compounds above, these contain an aryl methoxy group:
Screening COc1cccc2c1C(=O)c1c(O)c3c(c(O)c1C2=O)CC(O)(/C(C)=N/NC(=O)CCC(=O)N/N=C(\C)C1(O)Cc2c(O)c4c(c(O)c2C(OC2CC(N)C(O)C(C)O2)C1)C(=O)c1c(OC)cccc1C4=O)CC3OC1CC(N)C(O)C(C)O1 (configuration not stated) returned K-562 -60.2*[5 µM], MDA-MB-231 8.5*[5 µM], T-47D -24.2*[5 µM], MDA-MB-468 -35.7*[5 µM], LOX IMVI -35.3*[5 µM], HS 578T -11.5*[5 µM] and MCF7 2.4*[5 µM].
Screening COc1ccc(/C=C\c2cc(OC)c(OC)c(OC)c2)cc1OCC(=O)Nc1nc2ccc(OC(F)(F)F)cc2s1 returned K-562 22.9, MDA-MB-231 36.7, T-47D 22.4, BT-549 58.7, MDA-MB-468 -22.1*, LOX IMVI 27.1, HS 578T 12.5 and MCF7 24.3.

More records
C[C@]12C=CC(=O)C[C@@H]1CC[C@@H]1[C@@H]2C(=O)C[C@]2(C)C(=O)CC[C@@H]12 was read as K-562 103.0, MDA-MB-231 106.2, T-47D 91.3, BT-549 103.6, MDA-MB-468 99.8, LOX IMVI 92.5, HS 578T 101.8 and MCF7 89.1.
`CC(=O)C(C#N)c1ccccc1` (configuration not stated) gave K-562 134.8, MDA-MB-231 112.4, T-47D 103.6, BT-549 115.5, MDA-MB-468 96.1, LOX IMVI 100.5, HS 578T 94.7 and MCF7 95.3.
NNC(=O)NNC(N)=O was read as K-562 109.8, MDA-MB-231 103.8, T-47D 98.6, BT-549 95.3, MDA-MB-468 102.0, LOX IMVI 94.7, HS 578T 105.4 and MCF7 96.1.
NC(=O)c1[nH]cnc1NN=NCCF was read as K-562 44.0, MDA-MB-231 102.2, T-47D 95.6, BT-549 103.5, MDA-MB-468 77.6, LOX IMVI 56.1, HS 578T 103.1 and MCF7 84.5.

By substructure, the entries above with a nitro group on carbon
For O=C(NCCOc1ccc([N+](=O)[O-])cc1Cl)Nc1ccc(S(=O)(=O)F)cc1 the results were K-562 92.1, MDA-MB-231 83.9, T-47D 59.3, BT-549 79.1, MDA-MB-468 65.6, LOX IMVI 84.6, HS 578T 83.9 and MCF7 84.0.
CCC1CN1P1(=O)OCC(C)([N+](=O)[O-])CO1 (configuration not stated) was read as K-562 100.9, MDA-MB-231 100.2, BT-549 106.1, MDA-MB-468 113.9, LOX IMVI 96.8, HS 578T 112.0 and MCF7 89.1.
Screening CC(=O)Nc1ccc([N+](=O)[O-])c(C(F)(F)F)c1 returned K-562 85.6, MDA-MB-231 94.6, T-47D 108.1, BT-549 107.3, MDA-MB-468 100.7, LOX IMVI 96.3, HS 578T 101.7 and MCF7 94.2.
For O=[N+]([O-])c1c(Br)sc(Br)c1[N+](=O)[O-] the results were K-562 3.3*, MDA-MB-231 14.2, T-47D -6.9*, MDA-MB-468 1.5*, LOX IMVI -65.3* and MCF7 23.3.
O=C(OC(C[N+](=O)[O-])C(Cl)(Cl)Cl)c1ccc(Cl)c(Cl)c1 (configuration not stated) was read as K-562 106.8, MDA-MB-231 108.0, T-47D 90.7, BT-549 95.9, MDA-MB-468 100.6, LOX IMVI 102.2, HS 578T 108.4 and MCF7 91.0.

Screening results as filed in PubChem BioAssay.

Not all compounds are listed. The share of hits here may be higher or lower than overall.
